IP6K1 inh = Primary qHTS assay for small molecule inhibitors of Inositol hexaphosphate kinase 1 (IP6K1); Inositol hexakisphosphate kinase 1 (Homo sapiens), Q92551; activity change, % (series mostly up to about 58 µM); 0.81% of 140,000 active; IP6K1 kinase, ADP-Glo luminescence, 2 h; stronger effect = lower value; in the data active = activity change below about -25%
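ADP-Glo luminescence measures ADP made by human IP6K1 during a 2 h RT reaction with ATP/IP6 (mix at 1.3 mM/130 uM); top library doses 57.5 and 19.1 uM final.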
GPT2 inhibitor = Primary qHTS assay for inhibitors of Glutamate pyruvate transaminase 2 (GPT2) | Alanine aminotransferase 2 (Homo sapiens), Q8TD30 | Recombinant GPT2, coupled pyruvate oxidase/HRP Amplex Red fluorescence | Potency, µM (titrated, usually from 57.7 µM), for the others: at the highest dose activity change, negative = inhibition, actives largely listed as inhibitors | 0.25% of 100,000 active; also: potency is read from the fitted curve at half-maximal effect; nearly all actives have a fitted effect of over 60% in size; many of its hits are not listed in these tables
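Fluorescence of coupled pyruvate oxidase/HRP/Amplex Red system (50uM Amplex, 30 min, dark) reports pyruvate formed by GPT2. Enzyme reaction: 10ng/uL GPT2, 2mM L-alanine, 250uM a-KG, 30 min room temperature, pH 7.5; 50uM AOA control.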
Luciferase inh = Firefly luciferase inhibition profiling of diverse chemical library using quantitative high-throughput screening; Luciferin 4-monooxygenase (Photinus pyralis), P08659; purified P. pyralis luciferase, luminescence, biochemical; Potency, µM (titrated, usually from 115 µM), without a hit: at the top dose activity change, negative = inhibition, actives largely listed as inhibitors; 2.5% of 76,000 active; also: potency is read from the fitted curve at half-maximal effect; nearly all actives have a fitted effect of over 65% in size
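FLuc 10nM, D-luciferin 10uM, ATP 10uM, Mg acetate 10mM, Tris acetate pH 7.5, Tween/BSA; cpd qHTS; enzyme added last; CCD luminescence.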
SNCA expr inhib = Primary qHTS assay for inhibitors of alpha-synuclein gene (SNCA) expression. HEK-293 SNCA-luciferase knock-in, luminescence, 24 h. Potency, µM (highest dose often 57.2 µM), inactives show at the top dose activity change, negative = inhibition, most hits filed as inhibitors. 0.17% of 140,000 active;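 also: potency is read from the fitted curve at half-maximal effect; plate controls were DMSO cells for no effect and cell-free wells for full effect; nearly all actives have a fitted effect of over 45% in size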
SNCA viab count = GF-AFC viability counterscreen for inhibitors of alpha-synuclein gene (SNCA) expression; HEK-293-SNCA-luc viability, GF-AFC fluorescence, 24 h; Potency, µM (doses to about 57.1 µM), for inactives: at the highest dose activity change, negative = cytotoxicity, most hits filed as cytotoxic; 0.12% of 150,000 active; AID 1671193, 2021;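 also: potency is read from the fitted curve at half-maximal effect; 0% = DMSO-treated cells and -100% = medium-only wells without cells; nearly all actives have a fitted effect of over 30% in size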
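Cytotoxicity counterscreen: after 24 h compound treatment of genome-edited SNCA-luciferase HEK-293 cells, live-cell protease substrate GF-AFC read by fluorescence after 30 min; activity scaled between DMSO (0%) and medium-only (-100%), curves Hill-fitted.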
3T3 cytotox = Cytotoxic Profiling in NIH 3T3 Cell Line of Diverse Libraries Using Quantitative High-Throughput Screening; NIH 3T3 viability, CellTiter-Glo ATP luminescence, 48-72 h; Potency, µM (series often up to 96.7 µM), inactives show at the highest dose activity change, negative = cytotoxicity, actives largely listed as inhibitors; 4.3% of 94,000 active; AID 1345082, 2018; also: potency is read from the fitted curve at half-maximal effect; nearly all actives have a fitted effect of over 55% in size
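Viability of NIH 3T3 cells after 48 or 72 hr compound treatment at 37 °C was assessed by CellTiter-Glo, with luminescence imaged following a 10 min room-temperature step.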
HEK293 tox = Cytotoxic Profiling in HEK 293 Cell Line of Diverse Libraries Using Quantitative High-Throughput Screening | HEK 293 viability, ATP luminescence (CellTiter-Glo), 48-72 h | Potency, µM (top dose mostly 115 µM), for inactives: at the top dose activity change, negative = cytotoxicity, most hits filed as inhibitors | 6.6% of 94,000 active | AID 1345083, 2018; also: potency is read from the fitted curve at half-maximal effect; nearly all actives have a fitted effect of over 60% in size
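Pintool-delivered compounds were incubated with HEK 293 cells (250 cells/well) at 37 degree Celsius for 48 or 72 hr. ATP-dependent luminescence (CellTiter-Glo) then reported remaining viable cells.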
* = called active by the depositor; i = inactive; ? = inconclusive; . = no result given; [ ] = dose if it differs, or a comment. Unless noted, calls follow the shape of the dose curve; as a rule, active = well fitted curve in the direction sought with a large enough effect; inconclusive = small, poorly fitted or top-dose-only effect, or another doubt; inactive = no such curve, though single readings can be large; an effect the other way counts as inactive or inconclusive. Unless noted, % is scaled to controls: 0 for no effect and ±100 for the full control effect. Only part of the results is shown; the hit share may differ from the screen's.

Screens in order: IP6K1 inh, GPT2 inhibitor, Luciferase inh, SNCA expr inhib, SNCA viab count, 3T3 cytotox, HEK293 tox
COc1cc(NC(=O)c2cc3n(n2)CC(c2ccc(Cl)cc2)OC3)cc(OC)c1OC (stereo unspecified)
→ -4.9, -15.3%, -5.4%, ?, -7.6%, ?, 44.7µM*
COc1cccc(C(=O)N2CCCC(n3cc(-c4noc(C)n4)nn3)C2)c1 (stereo unspecified)
→ 0.0, i, -0.2%, 2.5%, 7.8%, 4.1%, 0.1%
O=C(CN1C(=O)C2(SCC(=O)N2c2ccc(Cl)cc2)c2ccccc21)NCCc1ccccc1 (stereo unspecified)
→ -1.4, ., ., -14.6%, 5.1%, ., .
Cc1ccn(CC(=O)N2CCCC(CCc3ccccc3C)C2)n1 (stereo unspecified)
→ -4.6, -19.9%, -20.9%, 71.3%[activator], 6.4%, ?, ?
C=CCN1C[C@@H]2CN(C(=O)CCc3cccc(OC)c3)C[C@]2(C(=O)O)C1
→ -6.0, 0.9%, 2.7%, 13.2%, 1.9%, -2.2%, -5.1%
Cc1ccc(OCC(=O)NCCC2CCN(C(=O)Nc3cc(F)cc(F)c3)CC2)cc1
→ -8.3, -3.5%, -8.6%, 6.5%, 8.1%, ?, ?
COc1cc(NC(=O)c2ccc(-c3nc(COc4ccccc4)c(C)o3)cc2)cc(OC)c1
→ 1.1, ., ., -10.0%, 4.4%, ., .
O=C(NCc1ccccc1)C1CCC(CNS(=O)(=O)c2ccc(Br)s2)CC1 (stereo unspecified)
→ 13.7, ., ., -14.0%, -2.9%, ., .
O=C(Cn1c(-c2cccs2)cc2ccccc21)NCCCN1CCN(c2ccccc2F)CC1
→ 11.0, ., ., ?, ?, ., .
O=S(=O)(c1ccc2nc(NCc3ccccc3Cl)ccc2c1)N1CCCCC1
→ 4.5, ., ., -22.2%, -0.1%, ., .
COc1ccc(CNC(=O)C(=O)NCC(c2cccs2)S(=O)(=O)c2ccc(C)cc2)cc1 (stereo unspecified)
→ -13.1, ., ., 10.4%, 1.7%, ., .
CCOC(=O)N1CCC(CN(Cc2ccc(Cl)cc2)Cc2ccc([N+](=O)[O-])s2)C1 (stereo unspecified)
→ 11.5, i, ., ., ?, ., .
CCC[C@@H]1C[C@@H](C(=O)N[C@@H]([C@H]2O[C@H](SC)[C@H](O)[C@@H](O)[C@@H]2O)[C@@H](C)O)N(C)C1
→ 5.4, i, ., ., 12.2%, ., .
CCn1nccc1C(=O)N1CC[C@H](n2c(=O)n(C)c3cccnc32)C1
→ 3.0, i, ., -19.4%, 0.0%, -24.5%, -2.6%
COCC(=O)N[C@@H]1CN(C(=O)C2CC2)CC[C@@H]1c1nc(C)no1
→ 16.4, i, -2.2%, ?, 17.3%, ?, 7.2%
O=C(Cc1ccccc1)N(Cc1cccnc1)c1nc2c(F)cc(F)cc2s1
→ 6.9, ., ., 58.1%[activator], 2.1%, ., .
CCOc1ccc(C(=O)Nc2ccc(C(=O)OCc3cc(=O)n4nc(CC)sc4n3)cc2)cc1
→ -12.1, ., ., 17.4%, 1.8%, ., .
O=C(CN1C(=O)NC2(CCOCC2)C1=O)Nc1ccccc1F
→ 37.1, ?, -17.0%, ?, 8.5%, i, -4.0%
COC(=O)N1CC(CN2C(=O)c3c(c(C)nn3-c3ccccc3)C2C2CC2)C1 (stereo unspecified)
→ 6.2, ., ., ., ., ?, ?
Cc1noc(C)c1S(=O)(=O)N1C[C@@H](F)C[C@H]1C(=O)N1CCOCC1
→ -7.3, i, -10.4%, 5.3%, 6.6%, ?, 2.0%
O=C(NC1CCN(c2nc3ncccc3o2)CC1)c1ccc(C(F)(F)F)cc1
→ -8.4, i, 8.8%, 43.2%[activator], -28.0%, ?, ?
CCOc1cc(NC(C)=O)ccc1C(=O)OC
→ 23.1, -0.4%, ., -48.4%[25.6 µM], 5.3%[23.9 µM], ., .
CCOc1cccc(CNC(=O)[C@H]2CCC[C@H]2NC(=O)c2ccc(OC)cc2)c1
→ 12.3, i, -1.6%, -10.0%, ?, -11.4%, -2.8%
COc1ccc2cc(C3CN(CCC(=O)NC(C)(C)C)CCO3)ccc2c1 (stereo unspecified)
→ 21.6, i[11.5 µM], ?, 120.3%[activator], 1.7%, ?, 44.7µM*
CCc1ccc(OCC(=O)Nc2ccc(Cl)c(-c3nc4ncccc4o3)c2)cc1
→ 36.3, ., ., ?, 5.9%, ., .
CCCN1C(=O)CC[C@H]2CN(C(=O)c3cnc(C4CC4)[nH]c3=O)CC[C@H]21
→ 2.2, -2.1%, 5.3%, ?, -4.4%, -1.3%, i
CCN1CCN(C(c2ccc(F)cc2)c2sc3nc(-c4ccco4)nn3c2O)CC1 (stereo unspecified)
→ -29.5*, ., ., 45.7%[activator], ?, ., .
CCCC(=O)Nc1ccc2nc(SCC(=O)N3CCOCC3)sc2c1
→ 5.3, ., ., 5.1%, 9.5%, ., .
Cc1nn(-c2ccccc2)c2sc(C(=O)Nc3ccc(Br)cc3)cc12
→ -22.8, ., ., 49.2%[activator], 6.0%, ., .
Cc1cnc(C(=O)N[C@@H]2CCC[C@@H]2C(=O)N2CCOCC2)cn1
→ 24.7, -0.6%, -0.3%, 11.7%, -5.8%, -2.4%, 3.9%

Retrieved one by one from above:
Screens in order: IP6K1 inh, GPT2 inhibitor, Luciferase inh, SNCA expr inhib, SNCA viab count, 3T3 cytotox, HEK293 tox
O=C(Cn1c(-c2cccs2)cc2ccccc21)NCCCN1CCN(c2ccccc2F)CC1
→ 11.0, ., ., ?, ?, ., .
Cc1ccn(CC(=O)N2CCCC(CCc3ccccc3C)C2)n1 (stereo unspecified)
→ -4.6, -19.9%, -20.9%, 71.3%[activator], 6.4%, ?, ?

(more compounds)
Screens in order: IP6K1 inh, GPT2 inhibitor, Luciferase inh, SNCA expr inhib, SNCA viab count, 3T3 cytotox, HEK293 tox
O=C(NCCc1ccccc1)c1ccc(CS(=O)Cc2ccc(Cl)cc2)o1 (stereo unspecified)
→ 33.1, ., ., 5.0%, -13.4%, ., .
Cc1ccc(Cl)cc1N1CCN(C(=O)c2cc3c(=O)n(C)c4ccccc4c3s2)CC1
→ -2.7, ., ., -3.2%, -4.8%, ., .
CCNC(=O)[C@@H]1C[C@H](N)CN1S(=O)(=O)c1cc(C)cc(C)c1
→ -6.2, 0.9%, 2.9%, -10.5%, 13.9%, i, 4.4%
Cc1cccc(CCN2CCc3[nH]cnc3C2C(=O)O)n1 (stereo unspecified)
→ -2.6, 0.6%, 7.7%, 2.8%, -2.4%, -16.2%, -4.1%
Cc1noc(C)c1CC(=O)N1CCCC2(C1)Nc1cccnc1NC2=NC1CCCC1 (stereo unspecified)
→ 0.0, ?, 1.3%, 24.1%, 0.7%, -3.3%, 9.9%
COc1ccc(CNC(=O)c2c(O)nc3c(C)cccn3c2=O)cc1
→ -5.3, ., ., 17.5%, 5.1%, ., .
CC1CCC2(CC1)NC(=O)N(CC(=O)NCCCc1ccccc1)C2=O (stereo unspecified)
→ -17.4, i, -9.2%, -9.4%, -8.6%, -26.9%, -16.2%
COc1cncc(CN2CCC3(CC2)COCCN3C(=O)OCc2ccccc2)c1
→ -2.2, -0.3%[88.5 µM], -3.3%[172 µM], -13.2%[87.6 µM], -1.8%[87.6 µM], -13.1%[138 µM], ?
O=C(NCCCc1ccccc1)c1nn(-c2ccccc2F)nc1CO
→ 27.1, ., ., -20.6%, -7.1%, ., .
CCc1ccc(NC(=O)C2CCN(c3ccc(Sc4ccc(C)cc4)nn3)CC2)cc1
→ 2.1, ., ., 18.0%, 1.7%, ., .
O=C(c1ccoc1)N1CCC(Oc2ccccc2)C1 (stereo unspecified)
→ 9.5, -12.2%, 1.1%, -15.9%, -8.7%, ?, -17.5%
CNc1nc(Oc2ccc(=O)[nH]n2)nc(N2CCOCC2)n1
→ -8.5, ., ., 8.5%, 2.8%, ., .
C[C@@H]1C(=O)O[C@H]2[C@H]1CC[C@@]1(C)Cc3sc(Nc4cccnc4)nc3[C@@H](C)[C@H]21
→ -13.3, -7.5%[88.5 µM], 0.794µM*, ?, -3.7%[87.6 µM], -22.1%[174 µM], -5.3%[172 µM]
COc1ccc(-c2nnc([C@H]3CCN(Cc4ccc(F)c(F)c4)C3)o2)cc1
→ -0.7, i, -11.6%[172 µM], ?, -3.9%[87.6 µM], -23.6%[138 µM], ?
Cc1cc(=O)n(CC(=O)NCCCc2ccccc2)c(N2CCc3ccccc3C2)n1
→ 2.2, ?, -1.8%, ?, -3.0%, ?, 44.7µM*
Cc1cc(S(=O)(=O)N2CCCC(CCC(=O)N3CCOCC3)C2)n(C)n1 (stereo unspecified)
→ 0.0, -8.9%, -0.9%, 6.5%, 19.5%, -0.2%, 4.4%
Cc1cc(-c2cc(-c3ccc(F)cc3)nc3c(C)noc23)ccn1
→ -14.6, -9.6%[88.5 µM], 0.1%[172 µM], -17.1%[87.6 µM], -4.5%[87.6 µM], ?, -27.1%[172 µM]
CNC(=O)c1cc(C2CC2)nc2onc(C3CCCN3C(C)=O)c12 (stereo unspecified)
→ -1.3, ., ., ., ., i, 3.1%[172 µM]
C[S+](=O)([O-])N1Cc2ccccc2CC2(CCN(CC3CCNCC3)CC2)C1
→ -2.8, i, ., 16.0%, -3.9%, i, 2.4%
O=C(Nc1c(C(=O)N2CCN(c3ccccc3F)CC2)oc2ccccc12)c1ccco1
→ -21.0, ., ., 9.7%, -1.9%, ., .
CCCN(CCC)CCCNC(=O)C1CCCN(S(=O)(=O)c2cccc3nsnc23)C1 (stereo unspecified)
→ 3.6, ., ., 1.0%, -11.7%, ., .
Cc1nn2c(c1-c1ccccc1[S+](C)(=O)[O-])N(Cc1ccc(C(=O)O)s1)CCC2
→ 27.6, -10.0%[88.5 µM], 2.4%[172 µM], 3.98µM*, ?, 12.6µM*, ?
COc1ccc(OC)c(CN2CCC3OCCN(Cc4ccccc4F)C(=O)C3C2)c1 (stereo unspecified)
→ -0.7, -2.8%[88.5 µM], -1.1%[172 µM], -13.3%[87.6 µM], -14.1%[87.6 µM], ?, ?
CN(C)c1cc(=O)c2ccnc(-c3ccc(F)c(Cl)c3)c2o1
→ -17.1, -4.0%[88.5 µM], 0.3%[172 µM], 1.1%[87.6 µM], 9.4%[87.6 µM], ?, 0.2%[172 µM]
COc1ccc(CN2C(=O)c3ccccc3C2C(=O)NC2CCCCCC2)c(OC)c1 (stereo unspecified)
→ -11.0, ., ., -2.2%, ?, ., .

Screens from PubChem BioAssay.
